D2 ag = D2 dopamine receptor (human) agonism; activation, % at 2 µM; P14416; hit rate 0.53% among 340,000; HEK293 T-REx D2 cells, calcium flux agonist mode;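 active means activation over 3 SD above normal in the single-dose calcium agonist read, cut at about 30% in these data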; further: 0% is about no effect
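Tetracycline-induced HEK293 T-REx cells with force-coupled D2 receptor, plated overnight at 30 C, loaded with no-wash calcium dye. After a 10 s baseline, compound was pin-added and calcium flux read kinetically for 180 s; calcium rises flagged agonists.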
TRHR ag = TRH receptor (human) agonism; activation, % at 2 µM; AID 493084; hit rate 0.18% among 360,000; TRHR cells, calcium flux fluo-8, FDSS agonist mode; further: 0% is about no effect
Target sequence (P34981 whole entry, looked up): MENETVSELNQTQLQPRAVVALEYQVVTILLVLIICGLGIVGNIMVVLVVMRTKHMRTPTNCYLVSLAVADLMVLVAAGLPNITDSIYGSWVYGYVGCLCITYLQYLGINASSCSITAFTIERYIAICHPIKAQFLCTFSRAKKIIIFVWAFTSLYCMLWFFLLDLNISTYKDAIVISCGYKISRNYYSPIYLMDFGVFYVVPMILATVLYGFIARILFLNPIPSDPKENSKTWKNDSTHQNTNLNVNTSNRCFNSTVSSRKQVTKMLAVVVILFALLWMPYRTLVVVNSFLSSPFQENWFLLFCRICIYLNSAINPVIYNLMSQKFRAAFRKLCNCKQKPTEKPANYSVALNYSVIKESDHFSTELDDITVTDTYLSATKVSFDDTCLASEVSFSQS
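TRHR-expressing cells loaded with fluo-8 calcium dye; 23 nL library compound pin-transferred, kinetic FDSS fluorescence (Ex 480/Em 530) recorded about 180 s for agonist-induced calcium release, before a 10 nM TRH EC20 addition for potentiator mode.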
D2 antag = antagonists of human D2 dopamine receptor. P14416. HEK293 TREx D2 cells, calcium flux, dopamine EC80. inhibition, % at 10 µM. hit rate 2% among 340,000; in the data active means inhibition above about 30%; further: 0% is about no effect
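Tetracycline-induced HEK293 TREx cells expressing D2 receptor forced-coupled to calcium signalling, loaded with no-wash calcium dye. Compounds added and calcium flux read 180 s, then dopamine added at EC80 and read a further 180 s.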
D1 potentiator = enhances dopamine response at the human D1 receptor | P21728 | HEK293 TREx D1 cells, calcium flux, dopamine EC20 potentiation | potentiation, % at 10 µM | hit rate 0.036% among 360,000; in the data active means potentiation above about 30%; further: 0% is about no effect
Target sequence (P21728 whole entry, looked up): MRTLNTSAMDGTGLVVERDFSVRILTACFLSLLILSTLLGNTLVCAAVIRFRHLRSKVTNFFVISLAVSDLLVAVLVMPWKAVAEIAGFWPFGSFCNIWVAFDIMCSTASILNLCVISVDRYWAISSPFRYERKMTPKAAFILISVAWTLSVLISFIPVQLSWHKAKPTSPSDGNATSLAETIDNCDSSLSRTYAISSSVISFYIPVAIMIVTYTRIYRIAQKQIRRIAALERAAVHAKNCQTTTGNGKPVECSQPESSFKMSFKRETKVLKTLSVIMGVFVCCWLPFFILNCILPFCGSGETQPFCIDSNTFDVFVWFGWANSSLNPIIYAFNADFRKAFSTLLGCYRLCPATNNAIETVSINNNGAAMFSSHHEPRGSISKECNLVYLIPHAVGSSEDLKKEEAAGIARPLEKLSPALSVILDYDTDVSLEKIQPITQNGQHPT
TRHR PAM = TRH receptor (human) allosteric enhancement | P34981 | TRHR cells, fluo-8 calcium fluorescence, EC20 TRH enhancement | hit rate 0.66% among 360,000 | AID 493056 | enhancement, % at 2 µM; in the data active means enhancement above about 30%; further: 0% is about no effect
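Enhancer read-out: after compound pinning and an initial kinetic agonist-mode read, an EC20 of TRH (10 nM final) was injected and fluo-8 calcium signal (Ex 480/Em 530) followed at 1 s/cycle for 100 cycles in TRHR-expressing cells.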
D1 agonist = activates the human D1 dopamine receptor; P21728; HEK293 T-REx D1 cells, calcium flux, agonist mode; activation, % at 2 µM; hit rate 1% among 360,000; AID 504660; further: 0% is about no effect
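Inducible HEK293 T-REx D1 cells, force-coupled to calcium signalling, were plated at 4000 cells/well with tetracycline and held overnight at 30 C. After no-wash calcium dye loading, compound-evoked calcium rise over 180 s flagged agonists.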
D1 antagonist = antagonists of human D1 dopamine receptor | P21728 | HEK293 TREx D1 cells, calcium flux, dopamine EC80; stronger effect = lower value | activity change, negative = inhibition, % at 10 µM | hit rate 3.2% among 360,000; in the data active means activity change below about -30%; further: on the % scale 0 is the no-effect control and ±100 the full control effect
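HEK293 T-REx cells expressing inducible, force-coupled D1 receptor; no-wash Ca dye, 30–90 min RT. Cmpd → 180 s read at 1 Hz → EC80 DA → 180 s read.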
RXFP1 antagonist = blocks the human relaxin receptor RXFP1 | Q9HBX9 | HEK293-RXFP1, relaxin-stimulated cAMP HTRF, 30 min; stronger effect = lower value | activity change, negative = inhibition, % at 57.5 µM | hit rate 0.59% among 350,000 | AID 1259400;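 active means activity change of -60% or lower, but not beyond a set lower limit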; further: on the % scale 0 is the no-effect control and ±100 the full control effect
D2 PAM = D2 dopamine receptor (human) potentiation; potentiation, % at 10 µM; HEK293 T-REx D2, calcium flux, EC20 dopamine potentiation; hit rate 0.34% among 340,000;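 active means potentiation over 3 SD above the plate norm, cut at about 30% in these data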; further: 0% is about no effect
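Tetracycline-induced HEK293 T-REx cells force-coupled to calcium signalling expressed D2; compounds were pin-added after a 10 s baseline, read kinetically 180 s, then an EC20 dopamine challenge followed with a further 180 s calcium read.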
The depositor's hits bear a star; . = no result given. Unless noted, no stated cut-off is given here; in the data, active means activation above about 30%; inactive means the rest.

SMILES | D2 ag | TRHR ag | D2 antag | D1 potentiator | TRHR PAM | D1 agonist | D1 antagonist | RXFP1 antagonist | D2 PAM
O=C(CSc1nnnn1-c1ccccc1)Nc1nsc(-c2ccccc2)n1 | -0.3 | 0.6 | 6 | -1 | -1 | 1 | 4 | -1 | 7
COc1ccc(S(=O)(=O)N(CC(=O)NC2CC2)Cc2ccccc2)cc1 | 0.7 | 0.1 | 5 | -4 | -4 | 1 | -15 | -20 | -14
Cc1ccc(C(=O)CCC(=O)NC2CCCC(C)C2C)cc1 (centres undefined) | -0.7 | -0.4 | 1 | 6 | 20 | -1 | 11 | 3 | 1
COc1ccc(NS(=O)(=O)c2ccc(N/N=C(\C)c3ccncc3)c([N+](=O)[O-])c2)cc1 | -0.2 | 0.1 | 79* | -4 | -10 | 6 | -6 | -8 | 3
CC(C)Cc1ccc(/C(=N/O)C(=O)O)s1 | 0.2 | -0.3 | 9 | 3 | 1 | 2 | 27 | -1 | 4
O=C(CN1CCN(S(=O)(=O)c2ccc(F)c(Cl)c2)CC1)N1CCOCC1 | 0.1 | -0.4 | 16 | . | 5 | 2 | -6 | 0 | 6
CC1=CCC2C(=O)N(c3cccc(C(=O)N(C)C4CCCCC4)c3)C(=O)C2C1 (centres undefined) | . | 0.4 | . | 4 | 8 | 0 | 2 | 12 | .
Cc1cc(C)n(/N=C/c2cc(Cl)cc(Cl)c2O)c(=O)c1 | 1.0 | 2.1 | -5 | -1 | 0 | 3 | 1 | 2 | -6
CCCCn1c(N)c(N(CC)C(=O)CCc2ccccc2)c(=O)[nH]c1=O | 0.9 | 0.1 | 13 | -1 | -4 | 1 | 16 | 2 | 11
C[C@H](NC(=O)CCCn1nnc2ccccc2c1=O)C(=O)O | 0.2 | -0.2 | -22 | -4 | 0 | 2 | -2 | -17 | -1
O=C(CN1CCN(c2ncc(C(F)(F)F)cc2Cl)CC1)N1CCN(c2ncc(C(F)(F)F)cc2Cl)CC1 | 0.7 | 0.9 | 3 | -6 | 6 | 3 | -4 | -5 | -9
CC(C)CC(=O)Nc1nnc(SCC(=O)NCc2ccc3c(c2)OCO3)s1 | -0.1 | -0.2 | 0 | -2 | -1 | 1 | 9 | -13 | -1
Cn1c(SCC2CCCO2)nnc1-c1cccc([N+](=O)[O-])c1 (centres undefined) | 1.2 | 0.1 | -13 | -2 | 3 | 1 | -8 | -2 | -3
CSc1ccccc1C(=O)Nc1ccc(C)cc1C | -0.2 | -1.0 | -2 | 2 | -2 | 1 | 5 | 4 | 1
O=C(C1CCN(S(=O)(=O)c2ccc(-n3cnnn3)cc2)CC1)N1CCCCC1 | 0.7 | -0.1 | -12 | 4 | -3 | -1 | -22 | 6 | 15
COc1cccc(C(=O)NCCS(=O)(=O)NCCc2ccc(OC)c(OC)c2)c1 | -0.1 | 0.4 | -2 | 6 | 8 | 0 | -2 | 3 | 5
CCOc1ccc(NC(=O)CC2SC(=O)N(c3ccccc3)C2=O)cc1 (centres undefined) | -0.3 | 1.8 | 0 | 3 | 11 | 2 | 5 | -11 | 5
COc1ccc(CC(=O)c2ccc(OC3OC(CO)C(O)C(O)C3O)cc2O)cc1 (centres undefined) | -0.7 | -1.0 | -4 | -3 | -9 | 0 | 4 | -2 | -2
CC(C)(C)N(Cc1ccccc1)C(=O)COc1cccnc1[N+](=O)[O-] | -1.2 | -1.7 | 18 | -7 | 0 | 0 | 0 | -7 | 5
Cc1ccc(-c2nc(SC(C)C(=O)c3c(N)n(C)c(=O)n(C)c3=O)n[nH]2)cc1 (centres undefined) | -0.1 | 0.1 | -9 | -4 | 14 | 3 | 4 | 5 | 14
CCc1ccc2nc3n[nH]c(N)c3cc2c1 | -0.4 | -0.9 | -1 | 1 | 6 | 2 | -9 | -17 | 11
CC1=C(C(=O)Nc2ccc([N+](=O)[O-])cc2)C(c2cccc(C(F)(F)F)c2)NC(=S)N1c1ccccc1 (centres undefined) | -0.2 | 0.7 | -15 | -4 | 2 | 2 | -12 | -24 | -5
Cc1cc(C(C)(C)C)ccc1OCCOCCN1CCCC1 | -1.4 | -0.1 | 4 | -4 | -4 | 21 | -4 | -8 | -16
CC(C)OCCCNC(=O)c1ccc2c(c1)S(=O)(=O)c1ccccc1C2=O | 0.0 | 0.1 | 19 | 6 | -2 | -1 | 5 | -3 | 4
CCOC(=O)C(NC=O)(NC(C)(C)C)C(=O)OCC | -0.4 | -1.5 | -4 | 4 | 13 | 3 | -3 | -7 | 6
CC1CCN(c2nc3nonc3nc2N2CCC(C)CC2)CC1 | -1.2 | -0.4 | -21 | -5 | 1 | 3 | -2 | -5 | 16
O=C(O)C1Cc2ccccc2-c2ccccc2C1 | -0.6 | 0.8 | 21 | -1 | -5 | 4 | 8 | 8 | -19
Cc1cccc(CNC(=O)CCn2c(=O)c3cccn3c3ccc(F)cc32)c1 | -0.1 | -0.4 | . | -2 | -4 | -1 | 2 | -16 | 6
O=C(CN1CCN(Cc2ccc3c(c2)OCO3)CC1)Nc1ccc(N2CCOCC2)cc1 | 1.0 | 0.5 | -22 | -3 | -2 | 3 | 9 | -8 | -4
COC(=O)c1cc(NC(=O)c2ccccc2)c(=O)oc1C | -0.7 | 0.3 | -2 | 5 | -2 | 1 | 2 | -11 | -13
Oc1ccc(-c2cc(-c3ccc(O)cc3)nc(-c3ccccc3)n2)cc1 | 0.1 | 0.8 | -9 | -5 | -2 | 6 | -40* | -34 | 2
COc1ccccc1CCN1CCCC(CN(C)C(=O)c2ccco2)C1 (centres undefined) | 0.5 | 1.5 | 4 | -22 | 0 | 2 | -50* | 14 | -11
O=C(CSc1nncn1-c1ccccc1)Nc1ccc(N2CCOCC2)cc1 | 0.1 | 0.0 | 5 | 0 | 4 | 3 | -6 | -14 | -2
Cc1ccc(Cn2ncn3c(cc4ccccc43)c2=O)cc1 | 0.5 | 1.3 | -9 | 3 | -3 | 5 | 17 | -11 | 7
COC(=O)c1c(C)[nH]c(C=Nc2ccc(OC)cc2)c1C | 0.7 | 0.2 | 3 | 0 | 38* | 0 | 4 | -6 | 3
CCOC(=O)C(/C(C)=N/NC(=O)C1CC1c1ccccc1)C(C)C (centres undefined) | -1.0 | -0.8 | -10 | -6 | 3 | 3 | -12 | . | -7
CN(C)/C=N/c1nc(-c2ccc3c(c2)OCO3)cs1 | -0.1 | 0.0 | 2 | -6 | 6 | 2 | 0 | 0 | -2
O=C(NCc1ccc2c(c1)OCO2)c1nc(Cn2cc(Br)cn2)no1 | . | -1.4 | . | -9 | -4 | 3 | 7 | -4 | .
CC(=O)NCCOc1ccc(C(=O)O)cc1 | -0.6 | 0.8 | 4 | 8 | -5 | 1 | 15 | -6 | 1
COc1ccc(NC(=O)CN(C)C(=O)Cn2c(=O)oc3ccccc32)cc1 | -0.2 | 0.2 | 2 | -5 | 0 | 0 | 28 | 10 | -3
CCOc1ccc(-c2c(C(=O)N/N=C/c3ccsc3)nnn2-c2nonc2N)cc1 | 1.3 | -0.1 | 4 | 2 | 7 | 38* | 33 | -28 | 4
Cc1ccc(C(=O)NC(=S)NNC(=O)CC#N)cc1 | -0.4 | -0.1 | -4 | -10 | 3 | 2 | 5 | 6 | -3
CCN(CC)S(=O)(=O)c1ccc(C(=O)N=c2sc3cccc(OC)c3n2C)cc1 | -0.2 | 0.8 | . | -1 | -3 | 0 | -7 | . | -4
CC(=O)c1c(C)[nH]c(C(=O)OCc2ccccc2)c1C | -3.5 | -0.2 | 12 | -8 | -5 | 13 | -11 | 0 | 5
O=C(N/N=C/c1cccnc1)c1cccc(NC(=O)c2ccc(Cl)cc2)c1 | . | 0.2 | . | 0 | 3 | 1 | 14 | -4 | .
COC(=O)c1ccc(Cn2c(SCc3ccccc3F)nc3ccncc32)cc1 | -0.1 | 0.4 | . | 1 | -2 | 0 | 6 | -12 | -15
CC1CCN(C(C(=O)O)c2ccccc2)CC1 (centres undefined) | 0.0 | 0.3 | 15 | 0 | 9 | 4 | -8 | -4 | 10
CC1=C(C(=O)Nc2ccc(C)cc2C)C(c2cccn2C)n2ncnc2N1 (centres undefined) | . | -0.2 | . | 4 | 0 | 3 | 8 | . | -12
CC(C)Oc1ccccc1OCCN(C)C | -0.7 | 0.4 | -26 | -2 | 3 | 4 | 0 | -14 | -26
COc1ccc(C(=O)Nc2cccc(-c3nnc(-c4ccco4)o3)c2)cc1 | 1.1 | 0.0 | -8 | -5 | -3 | -1 | 4 | -34 | 14

A different layout for part of the listing above.
| canonical_smiles | D2 ag | TRHR ag | D2 antag | D1 potentiator | TRHR PAM | D1 agonist | D1 antagonist | RXFP1 antagonist | D2 PAM |
| --- | --- | --- | --- | --- | --- | --- | --- | --- | --- |
| CCN(CC)S(=O)(=O)c1ccc(C(=O)N=c2sc3cccc(OC)c3n2C)cc1 | -0.2 | 0.8 | . | -1 | -3 | 0 | -7 | . | -4 |
| CC(=O)c1c(C)[nH]c(C(=O)OCc2ccccc2)c1C | -3.5 | -0.2 | 12 | -8 | -5 | 13 | -11 | 0 | 5 |
| O=C(N/N=C/c1cccnc1)c1cccc(NC(=O)c2ccc(Cl)cc2)c1 | . | 0.2 | . | 0 | 3 | 1 | 14 | -4 | . |
| COC(=O)c1ccc(Cn2c(SCc3ccccc3F)nc3ccncc32)cc1 | -0.1 | 0.4 | . | 1 | -2 | 0 | 6 | -12 | -15 |

Other records
SMILES | D2 ag | TRHR ag | D2 antag | D1 potentiator | TRHR PAM | D1 agonist | D1 antagonist | RXFP1 antagonist | D2 PAM
CCCCCC1NC(=O)NC1CCCCCC(=O)O (centres undefined) | -0.4 | 0.4 | -7 | 2 | -9 | 1 | -8 | 0 | -4
COc1ccc(C(CNC(=O)CSc2ccc(Br)cc2)N2CCOCC2)cc1 (centres undefined) | 0.9 | 0.6 | -20 | 3 | -1 | 2 | -6 | -25 | -8
C#CCOCCOCCOCCNc1nc(N2CCN(C(=O)C([C@@H](C)CC)n3cc(C(N)Cc4ccc(O)cc4)nn3)CC2)nc(N2CCN(C(=O)[C@H](CCC(=O)O)n3cc(C(N)Cc4ccc(O)cc4)nn3)CC2)n1 (some centres undefined) | -0.3 | -0.2 | -16 | -1 | -2 | 4 | 8 | . | -7
Cc1ccc(CNC(=O)C2CCCN2C(=O)Nc2ccc(C)cc2)cc1 (centres undefined) | -1.8 | -1.9 | 10 | 8 | -6 | 0 | 5 | 5 | -8
O=C(CCS(=O)(=O)c1cccc2nonc12)NC1CCCCCC1 | 0.2 | -0.6 | -14 | -1 | 1 | 2 | 21 | 3 | 0
CC(C)(C)C(=O)COC(=O)c1cc(-c2ccncc2)nc2ccccc12 | 8.2 | 0.7 | -3 | 2 | 1 | 0 | 11 | -67* | 23

Whole records, looked up by structure. Values in the order: D2 ag | TRHR ag | D2 antag | D1 potentiator | TRHR PAM | D1 agonist | D1 antagonist | RXFP1 antagonist | D2 PAM
Cc1ccc(CNC(=O)C2CCCN2C(=O)Nc2ccc(C)cc2)cc1 (centres undefined) is entered as -1.8 | -1.9 | 10 | 8 | -6 | 0 | 5 | 5 | -8
C#CCOCCOCCOCCNc1nc(N2CCN(C(=O)C([C@@H](C)CC)n3cc(C(N)Cc4ccc(O)cc4)nn3)CC2)nc(N2CCN(C(=O)[C@H](CCC(=O)O)n3cc(C(N)Cc4ccc(O)cc4)nn3)CC2)n1 (some centres undefined) is entered as -0.3 | -0.2 | -16 | -1 | -2 | 4 | 8 | . | -7

Screens as filed in PubChem BioAssay.
